# High-throughput results as filed in PubChem.
# CHT PAM: allosteric activators of human choline transporter CHT | Q9GZV3 | CHT-expressing cells, membrane potential dye, choline EC20; hits give high values; LV-AA mutant CHT in HEK293 cells | B-score at 10 µM | 0.49% of 310,000 active | AID 488977;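 active = initial fluorescence not abnormally high and integrated response B-score, plate-corrected, over 3 SD above library mean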
# Target sequence (Q9GZV3 whole entry, looked up): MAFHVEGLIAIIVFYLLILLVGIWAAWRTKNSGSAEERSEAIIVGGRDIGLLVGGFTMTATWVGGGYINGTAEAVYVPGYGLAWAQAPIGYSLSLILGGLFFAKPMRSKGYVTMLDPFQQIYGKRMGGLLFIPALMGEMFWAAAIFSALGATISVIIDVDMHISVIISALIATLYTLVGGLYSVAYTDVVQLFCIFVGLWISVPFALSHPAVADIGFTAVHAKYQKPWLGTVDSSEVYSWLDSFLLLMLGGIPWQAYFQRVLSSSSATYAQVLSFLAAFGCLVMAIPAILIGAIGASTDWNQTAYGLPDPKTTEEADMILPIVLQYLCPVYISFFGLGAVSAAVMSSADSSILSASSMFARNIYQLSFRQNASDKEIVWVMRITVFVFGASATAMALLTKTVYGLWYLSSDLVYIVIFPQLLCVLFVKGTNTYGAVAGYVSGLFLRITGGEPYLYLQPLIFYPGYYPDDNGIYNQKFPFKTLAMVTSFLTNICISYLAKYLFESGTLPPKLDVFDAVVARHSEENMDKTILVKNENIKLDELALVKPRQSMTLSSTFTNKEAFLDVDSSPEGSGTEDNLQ
# CHT inh: inhibitors of human choline transporter CHT | B-score at 10 µM | 0.86% of 310,000 active | AID 488975 | CHT-expressing cells, membrane potential dye, choline response; hits give low values | Q9GZV3;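 active = B-score over 3 SD under the library average, and starting fluorescence ratio not unusually high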;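 also: choline stimulus applied at its EC90 after an EC20 pre-addition; B-score computed on integrated fluorescence ratio after choline addition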
# * marks the source's active call; other numbers are inactive results; i = inactive.
SMILES,CHT PAM,CHT inh
O=C(c1c(Cl)nc2sccn12)N(C(=O)c1c(Cl)nc2sccn12)c1ccc(Cl)cn1,i,i
NC(=O)Cn1cc(/C=N\NS(=O)(=O)c2ccc(F)cc2)c2ccccc21,i,i
CCOC(=O)c1sc(=S)n(-c2ccccc2)c1C,i,i
CCCCCC(C)n1[nH]c(=O)cc1N (stereo not given),i,i
COc1ccccc1C/C(N)=N/OC(=O)COc1cccc(C)c1C,i,i
CCOC(=O)COc1cc(OCC(=O)OCC)c2c(=O)cc(-c3ccccc3)oc2c1,i,i
COc1ccc(C)cc1NC(=O)C(Sc1nnc2ccccn12)c1ccccc1 (stereo not given),i,i
COC(=O)CCCCCCCCC(O)C[N+]1(C)CCOCC1 (stereo not given),i,i
Cc1ccc(C(=O)NCC(C)(C)O)cc1,i,i
CCc1ccccc1NC(=O)CNCC(=O)Nc1ccccc1CC,i,i
CCOc1ccc(C(=O)N2CCN(c3cccc(C)c3C)CC2)cc1,i,i
O=C(CC1SC(=Nc2ccccc2)N(CCCCO)C1=O)NCc1ccccc1 (stereo not given),i,i
CCCN(CCC(=O)Nc1cc(OC)cc(OC)c1)CC1CC1,i,i
COCc1nnc(NC(=O)CS(=O)(=O)c2ccc(C)cc2)s1,i,i
Fc1ccc(CNC(=S)Nc2ccc(Cl)cc2Cl)cc1,i,i
CN(C)/C=C/C(=O)/C=C/c1ccc(Cl)cc1,i,i
COCC(=O)Nc1nc2n(n1)C(c1ccc(Cl)cc1)CC(c1ccc(OC)cc1)N2 (stereo not given),i,i
Cc1cc(C(=O)c2ccc3ccccc3c2)c(C)o1,i,i
O=C1c2cccc3cc([N+](=O)[O-])cc(c23)C(=O)N1/N=C/c1ccc(O)cc1O,i,i
CCOc1ccc2nc(NC(=O)NC3CCCCC3)sc2c1,i,i
N#Cc1ccc(-c2cccnc2)nc1SCC(N)=O,i,i
Cc1ccc(C(c2nnnn2CC2CCCO2)N2CCN(Cc3ccccc3)CC2)cc1 (stereo not given),i,i
Cc1ccccc1N(CC(=O)Nc1ccc(F)cc1)S(C)(=O)=O,i,i
Clc1ccc(CNCc2cccs2)c(Cl)c1,i,i
C=C(C)C1CC=C(C)/C(=N/NC(=O)COc2cccc3ccccc23)C1 (stereo not given),i,i
SMILES,CHT PAM,CHT inh
O=C(Nc1c2c(nn1-c1ccc(F)cc1)CS(=O)(=O)C2)C12CC3CC(CC(C3)C1)C2,i,i
COCCn1c(SCc2cc(C(C)=O)ccc2OC)nc2cc(Cl)ccc2c1=O,i,i
Cn1c(=O)[nH]c(=O)c2c1nc(N1CCNCC1)n2Cc1ccccc1,i,i
Cc1nc2nc(-c3ccccc3)[nH]n2c(=O)c1C,i,i
CCNC(=O)C1CC(=O)N(Cc2ccc3c(c2)OCO3)C(=Nc2ccc(F)cc2)S1 (stereo not given),i,i
CCN(CC1CCCN(CCc2cccc(OC)c2)C1)C(=O)c1ccc(COC)o1 (stereo not given),i,i
Cc1ccccc1NC(=S)N(CCN(C)C)C(C)c1ccco1 (stereo not given),i,i
CCCC12CN3CC(C)(CN(C1)C31C(=O)Nc3ccc(C)cc31)C2=O (stereo not given),i,i
O=C(NCc1ccco1)c1cc(C(=O)C2CC2)c[nH]1,i,i
CSc1ccn(CCC(=O)O)c(=O)n1,i,i
Cc1ccnc(SCCn2c(N3CCN(C)CC3)nc3c2c(=O)n(C)c(=O)n3C)n1,i,i
CC(C)(CN1CCN(Cc2ccccc2)CC1)NS(=O)(=O)c1ccccc1,i,i
CNC(=O)c1c(NC(=O)C(C)C)sc2c1CCC2,i,i
COc1cccc(OC2OC3COC(C)(C)OC3C(O)C2NC(C)=O)c1 (stereo not given),i,i
CCOC(=O)C1CCN(C(=O)c2ccc3c(=O)n4nc(Nc5cc(C)ccc5C)sc4nc3c2)CC1,i,i
CCc1ccccc1NC(=S)NCc1cccn1C,i,i
CC(C)Oc1cccc(C(=O)C2CCCN(Cc3ccc4nonc4c3)C2)c1 (stereo not given),i,i
CC(C)CNc1nc(S(=O)(=O)c2ccccc2)c(Cl)s1,i,i
O=C(CSc1nnc2ccc(-c3ccncc3)nn12)c1cccs1,i,i
CC(=O)c1ccc(NC(=O)N[C@@H](Cc2ccccc2)C(=O)O)cc1,i,i
CCOC(=O)C1=C(C)N=c2s/c(=C/c3cccc([N+](=O)[O-])c3O)c(=O)n2C1c1cc(OC)c(OC)c(OC)c1 (stereo not given),i,-9.83*
Cc1c(Cl)cn2c(=O)cc(CN3CCN(c4ccccc4)CC3)nc2c1Cl,i,i
C=CCc1cc(Cl)ccc1OCCNCCN1CCOCC1,i,i
c1ccc(-c2noc(-c3ccco3)n2)nc1,i,i
O=C(NCCCn1ccnc1)/C(=C/c1ccc(F)cc1)NC(=O)c1ccccc1,i,i
SMILES,CHT PAM,CHT inh
Cc1ccc(S(=O)(=O)Oc2ccc3ccc(O)cc3c2)cc1,i,i
O=C(Nc1cc(Cl)ccc1O)c1cc(-c2ccco2)on1,i,i
Cc1onc(-c2c(Cl)cccc2Cl)c1C(=O)NCc1ccc(S(N)(=O)=O)cc1,i,i
O=C(NC1CCCCCC1)C1c2ccccc2C(=O)N1Cc1cccnc1 (stereo not given),i,i
O=C(Nc1ccc(-c2nc3ccccc3s2)cc1)C1=COCCO1,i,i
COc1cccc(-c2noc(C3CCCN(C(=O)c4cccc(F)c4)C3)n2)c1 (stereo not given),i,i
Cc1ccc(C(C(=O)NCc2ccccc2)N(Cc2cccs2)C(=O)c2ccc3c(c2)OCCO3)cc1 (stereo not given),i,i
CSC1=NC(C)(C)C=C(/C=C/c2ccc(Cl)cc2Cl)N1,i,i
Cc1cc(C)c(C(=O)COC(=O)c2cc([N+](=O)[O-])ccc2N2CCOCC2)cc1C,i,i
O=C(CNC(=O)c1ccco1)NCC(=O)OCc1ccc(F)cc1,i,i
NC(=O)C1(N2CCCCC2)CCN(CC(=O)Nc2ccccc2-c2ccccc2)CC1,i,i
O=S(=O)(CC(O)CS(=O)(=O)c1ccc(Cl)cc1)c1ccccc1 (stereo not given),i,i
O=C(c1ccc(Cl)cc1)N1CCN(c2ncccn2)CC1,i,i
c1ccc(C[C@H]2CN=C(Nc3ccccc3)N2CCCC2CCCC2)cc1,i,i
COC(=O)CSCC(=O)Nc1cc2c(cc1C(C)=O)OCO2,i,i
O=C(CN(C(=O)CNC(=O)c1cccs1)c1ccc2c(c1)OCCO2)NC1CCCC1,i,i
COc1cc(/C=N/n2c(C)nc3ccccc3c2=O)ccc1O,i,i
Cn1cnc2c1c(=O)n(Cc1ccccc1C#N)c(=O)n2C,i,i
Cc1ccc(-n2nc(C)c3c(C)cc(=O)[nH]c32)cc1,i,i
O=C(/C=C/c1ccccc1)Nc1sc2c(c1C(=O)O)CCC2,i,i
CC(=O)Nc1cc(NC(C)=O)c(CC(C)C)s1,i,i
O=C(Nc1ncc(Cc2ccccc2Cl)s1)c1ccc(-c2cccc([N+](=O)[O-])c2)o1,i,i
CC(=O)c1ccc(N=C2NC(=O)C(CO)(CO)S2)cc1,i,i
C/C(Cc1ccccc1)=N\NC(=O)C1CCCCC1,i,i
O=C(c1ccc(-c2ccc(Cl)cc2)o1)N1CCN(c2ccc([N+](=O)[O-])cc2Cl)CC1,i,i

# Entries above marked active in CHT inh:
SMILES,CHT inh
CCOC(=O)C1=C(C)N=c2s/c(=C/c3cccc([N+](=O)[O-])c3O)c(=O)n2C1c1cc(OC)c(OC)c(OC)c1 (stereo not given),-9.83*

# The list goes on.
SMILES,CHT PAM,CHT inh
CC(C)(C)c1ccc(COC(=O)CNC(=O)CNC(=O)Cc2ccccc2)cc1,i,i
CCS(=O)(=O)c1ccc(O)c(NC(=O)Nc2ccc(C(C)(C)C)cc2)c1,i,i
Cc1cccc(C(C)C)c1NC(=O)COC(=O)Cc1ccsc1,i,i
COc1cccc(-c2nc(S(=O)(=O)c3ccccc3)c(N3CCOCC3)o2)c1,i,i
CCOC(=O)c1[nH]ncc1CN1CCc2ccc(NC(=O)C3CCCO3)cc2C1 (stereo not given),i,i
Cc1oc(-c2ccccc2F)nc1CS(=O)(=O)CC(=O)NCCN1CCCC1,i,i
CCn1cc(C(=O)C(F)(F)F)c2ccccc21,i,i
CC1=C(C(=O)OC(C)C)C(c2ccncc2)n2ncnc2N1 (stereo not given),i,i
O=C(Nn1c(SCc2cccc([N+](=O)[O-])c2)nc2ccccc2c1=O)c1ccccc1,i,i
CCN(Cc1ccccc1)C(=O)C(=O)c1cn(CC(=O)N2CCCC2)c2ccccc12,i,i
CNC(=O)c1csc(-c2ccccc2)n1,i,i
O=C(CCSc1nc2ccccc2o1)Nc1ccccc1,i,i
Cc1ccc(-c2nnc(N(C)C(=O)c3ccccn3)s2)cn1,i,i
CC(C)(C)c1ccc(C(=O)C2CCCN(C(=O)CN3CCCC3=O)C2)cc1 (stereo not given),i,i
CC(C)(C)NC(=O)CN(Cc1ccc2c(c1)OCO2)C(=O)CCC(=O)Nc1nccs1,i,i
O=C(NC1CCCCC1)C1CCC(CNS(=O)(=O)c2cccc3nsnc23)CC1 (stereo not given),i,i
CC1CC(C)CN(c2ncc3c(n2)CC(c2ccccc2Cl)CC3=O)C1 (stereo not given),i,i
Cn1c(/C(C#N)=N/O)nc2ccccc21,i,i
Cc1ccc(NC(=O)C2C3C=CC4(O3)C2C(=O)N(CCCN2CCCC(C)C2)C4C(=O)NC2CCCCC2)cc1 (stereo not given),i,i
N#CCCN(Cc1ccccc1)C(=S)NC(=O)c1ccccc1,i,i
O=C(NCCS(=O)(=O)N1CCc2ccccc2C1)c1ccccc1,i,i
COCCNC(=S)N/N=C(\C)c1ccc(C)c([N+](=O)[O-])c1,i,i
O=C(NC1CCCCC1)NC1(C(=O)N2CCN3CCCC3C2)CCCCC1 (stereo not given),i,i
COc1cc(-c2nc(CN3CCN(C(=O)c4ccco4)CC3)c(C)o2)ccc1F,i,i
CCCCCCCCN1[C@@H](CC(=O)OC)c2cc(C(F)(F)F)ccc2S1(=O)=O,i,i

# In the list so far, 2 have a CF3 group:
SMILES,CHT PAM,CHT inh
CCn1cc(C(=O)C(F)(F)F)c2ccccc21,i,i
CCCCCCCCN1[C@@H](CC(=O)OC)c2cc(C(F)(F)F)ccc2S1(=O)=O,i,i

# Back to the main list, starting six compounds before the break.
SMILES,CHT PAM,CHT inh
N#CCCN(Cc1ccccc1)C(=S)NC(=O)c1ccccc1,i,i
O=C(NCCS(=O)(=O)N1CCc2ccccc2C1)c1ccccc1,i,i
COCCNC(=S)N/N=C(\C)c1ccc(C)c([N+](=O)[O-])c1,i,i
O=C(NC1CCCCC1)NC1(C(=O)N2CCN3CCCC3C2)CCCCC1 (stereo not given),i,i
COc1cc(-c2nc(CN3CCN(C(=O)c4ccco4)CC3)c(C)o2)ccc1F,i,i
CCCCCCCCN1[C@@H](CC(=O)OC)c2cc(C(F)(F)F)ccc2S1(=O)=O,i,i
Cc1ccn(CC(=O)NC2CC(C)(C)Cc3c2cnn3-c2ccc(F)cc2)n1 (stereo not given),i,i
COc1ccc(NC(=S)N2CCN(c3ccccn3)CC2)cc1,i,i
COc1ccc(CCNC(=O)c2cc(-c3ccco3)on2)cc1OC,i,i
CNc1cc(C)nc(N2CCOCC2)n1,i,i
CCc1nnc(NC(=O)CC23CC4CC(CC(C4)C2)C3)s1,i,i
Cc1cc2nnc(SC(C)C#N)n2c2ccccc12 (stereo not given),i,i
COc1cc(/C=N/n2c(-c3ccccc3)n[nH]c2=S)cc(OC)c1OC,i,i
CCCCn1c(NCc2ccccn2)nc2ccccc21,i,i
Cc1noc(/C=C/c2ccco2)c1S(=O)(=O)N1CCC(C(=O)N2CCc3ccccc3C2)CC1,i,i
O=C(Nc1ccon1)Nc1ccc(F)cc1F,i,i
CC(=O)Oc1cccc(C(=O)Nc2cccc(C(=O)Nc3ccccc3C(=O)O)c2)c1,i,i
Cc1ccc(/C=N/Nc2ccc(F)cc2)s1,i,i
CC[C@@H](C)[C@H](NC(=O)Cc1c(C)c2cc3c(C)coc3c(C)c2oc1=O)C(=O)O,i,i
COc1ccc(CC(O)CC2c3c(cc4c(c3OC)OCO4)CCN2C)cc1 (stereo not given),i,i
COc1cccc(CNS(=O)(=O)c2cc(-c3cc(C)no3)ccc2C(C)C)c1,i,i
CC(=O)Nc1ccc(NC(=O)c2cc[n+]([O-])cc2)cc1,i,i
CC(C)(C)NC(=O)c1cccc(NC(=O)Cc2ccc(Br)cc2)c1,i,i
COc1ccc(S(=O)(=O)Nc2ccc3c(c2)CCC3)cc1,i,i
Cc1[nH]n(-c2ccccc2)c(=O)c1C=NCc1ccncc1,i,i
COc1cc(NC(=O)CSc2ncnc3c2cnn3Cc2ccccc2)cc(OC)c1,i,i
CSc1nnc(C)c(/C=C/Nc2ccc(C)cc2)n1,i,i
COc1cc(/C=C2\SC(N3CCC(C)CC3)=NC2=O)ccc1O,i,i
O=C(O)c1ccc(N2C(=O)CC(SC(=Nc3ccccc3)Nc3ccccc3)C2=O)cc1 (stereo not given),i,i
CCOC(=O)c1cc(C#N)c(Oc2ccccc2OC)nc1-c1ccccc1,i,i
Cc1cccc(NC(=O)CSCC(=O)NNC(=O)c2ccoc2C)c1,i,i

# Part of the list above in order of SMILES length, largest number first:
SMILES,CHT PAM,CHT inh
CC[C@@H](C)[C@H](NC(=O)Cc1c(C)c2cc3c(C)coc3c(C)c2oc1=O)C(=O)O,i,i
COc1cc(NC(=O)CSc2ncnc3c2cnn3Cc2ccccc2)cc(OC)c1,i,i
COc1ccc(S(=O)(=O)Nc2ccc3c(c2)CCC3)cc1,i,i
COc1ccc(NC(=S)N2CCN(c3ccccn3)CC2)cc1,i,i
CSc1nnc(C)c(/C=C/Nc2ccc(C)cc2)n1,i,i

# Further records.
SMILES,CHT PAM,CHT inh
O=C(NC1CCCCC1)N1CCN(CCc2ccccc2)CC1,i,i
O=C(OCc1ccc(Br)cc1)c1cccc(S(=O)(=O)N2CCCC2)c1,i,i
CCOC(=O)CC1(c2ccc(OC)c(OC)c2)C(=O)c2ccccc2C1=O,i,i
Cc1ccc(C(=O)c2c3ccccc3[n+]([O-])n2CCC(=O)O)cc1,i,i
O=C(N=C1SC2CS(=O)(=O)CC2N1c1ccccc1Cl)C1CCCO1 (stereo not given),i,i
Cc1ccccc1-n1nnnc1SCC(C)C,i,i
